NR0B1 inh = DAX1 (NR0B1) inhibitors, primary screen, cell-based, HEK293, Gal4-DAX1, luciferase luminescence; Nuclear receptor subfamily 0 group B member 1 (Homo sapiens), P51843; HEK293 Gal4-DAX1 luciferase reporter; inhibition, % at 6.75 µM; 340,000 tested, 0.99% active; AID 504766, 2011;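 active = inhibition above the mean over all tested compounds plus 3 SD, cut at about 4.2% in these data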;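 note: 0% = DAX1-transfected cells with DMSO and 100% = empty-vector control cells with DMSO; inhibition shows as a rise in luminescence from relieved DAX1 repression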
Target sequence (P51843 207-470 limits assumed): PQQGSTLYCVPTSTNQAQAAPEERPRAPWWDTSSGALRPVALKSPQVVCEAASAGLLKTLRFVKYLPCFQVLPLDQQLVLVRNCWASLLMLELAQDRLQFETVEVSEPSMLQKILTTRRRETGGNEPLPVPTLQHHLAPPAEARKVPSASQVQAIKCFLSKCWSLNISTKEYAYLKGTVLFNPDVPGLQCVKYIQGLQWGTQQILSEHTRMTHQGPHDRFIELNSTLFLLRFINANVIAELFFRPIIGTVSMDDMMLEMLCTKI
FXN GAA850 act = FXN promoter activators, primary screen, cell-based, luciferase luminescence, HEK293 lucGAA850 | HEK293 lucGAA850 FXN promoter luciferase reporter, 24 h; percent of 10 µM SAHA response | AID 540364, 2011 | 360,000 tested, 0.56% active | activation, % at 6 µM;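 active = activation above the average of all compounds screened plus 3 SD, cutoff fixed separately per campaign, cut at about 7.5% in these data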;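 note: 0% = DMSO wells and 100% = 10 µM SAHA wells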
Numbers without * were called inactive.

SMILES | NR0B1 inh | FXN GAA850 act
O=C(C#Cc1cccc([N+](=O)[O-])c1)c1ccccc1 | -0.5 | -0.4
CCCCC[C@H](O)/C=C/[C@@H]1[C@@H](C/C=C\CCCC(=O)OC)[C@@H](O)C[C@H]1O | -0.8 | 3.9
COc1ccc(-n2c(C)c(C)c3c(NCCO)ncnc32)cc1 | 0.1 | 4.7
O=c1c(-c2cnn(-c3ccccc3)c2)coc2cc(O)ccc12 | 0.2 | 3.8
Cc1cc(NC(=O)CSc2cn(CCNC(=O)c3ccccc3)c3ccccc23)no1 | -0.5 | -1.3
COCCCn1c(SCc2cc(=O)[nH]c3ccccc23)nnc1-c1ccco1 | 0.7 | 0.5
C#Cc1ccc([C@H]2C=C(C(=O)Nc3ccccc3)O[C@@H](OCc3ccc(CO)cc3)C2)cc1 | -0.3 | -1.5
CCOC(=O)c1cnn(C)c1NC(=O)c1ccc(Cl)cc1Cl | -0.2 | -0.1
CCOc1ccc(C(C)=O)cc1N1C(=O)C2C3C=CC(O3)C2C1=O (stereo not given) | -0.7 | -0.8
COc1ccc(Cn2c(=O)[nH]c3cc(C(=O)N4CCN(c5ccc(OC)cc5)CC4)ccc3c2=O)cc1 | 0.2 | 0.7
CC(C)CNC(=O)C1(N2C(=O)c3ccccc3C2=O)CCCC1 | 0.6 | 1.4
C=CCOC(=O)C1=C(C)NC(SCC(=O)OCC)=C(C#N)C1c1ccc(O)c(OC)c1 (stereo not given) | -0.6 | 1.4
O=C(NCCc1c[nH]c2ccccc12)C(=O)NCC(c1ccco1)N1CCN(c2ccccc2F)CC1 (stereo not given) | -0.1 | 1.9
CN1CCN(c2nc(-c3ccc(Cl)c(Cl)c3)nc3ccccc23)CC1 | 1.4 | -1.7
O=S1(=O)Nc2c(ccc3cccnc23)-c2ccccc21 | -3.9 | -20
CCOC(=O)C1CCCN(C(=O)c2ccc(CS(=O)(=O)c3ccc(C)cc3)o2)C1 (stereo not given) | -1.3 | 0.3
CCOC(=O)/C=C1\SCC(=O)N1CC(O)CN1C(=O)CS/C1=C\C(=O)OCC | 1.1 | 1.7
CCOC(=O)Nc1ccc2c(c1)nc(CN1CCCCC1)n2C | -0.2 | 0.8
C#CCOCCOCCOCCNc1nc(N2CCN(C(=O)[C@H](CCC(=O)O)n3cc(C(N)Cc4ccc(O)cc4)nn3)CC2)nc(N2CCN(C(=O)[C@H](CCC(=O)O)n3cc(C(N)[C@H](C)CC)nn3)CC2)n1 (stereo not given in full) | 0.5 | 0.0
CCCCNC(=O)c1cn(C)c2ccc(S(=O)(=O)N3CC(C)CC(C)C3)cc2c1=O (stereo not given) | -0.1 | 4.4
CCOc1ccccc1N1CCN(C(=O)c2cc(-c3cccnc3)nc3c(Cl)cccc23)CC1 | -0.2 | 1.6
O=[N+]([O-])c1c(NCCCO)cc(Sc2nc3ccccc3s2)c2nonc12 | -1.6 | -5.0
O=C1CC(Nc2ccc(N3CCOCC3)cc2)C(=O)N1c1ccccc1 (stereo not given) | 1.3 | -1.4
CCOC(=O)C1CCN(c2ccccc2CN2CCN(c3ccccc3OCC)CC2)CC1 | -2.1 | -6.6
CCc1ccc(/C(C)=N/NC(=O)CNC(=O)/C=C/c2ccco2)cc1 | -0.2 | 0.5
Cc1ccc(C)c(N2CCN(C(=O)C3CCCN(S(=O)(=O)c4c(C)[nH]c(=O)[nH]c4=O)C3)CC2)c1 (stereo not given) | 0.2 | -0.1
COc1ccc(-c2nnc(C3CCN(S(=O)(=O)c4ccccc4)CC3)o2)cc1 | 0.2 | -0.1
COc1cc(OC)cc(C(=O)Nc2nnc(NC(=S)Nc3ccccc3)s2)c1 | -0.3 | -0.4
Cc1[nH]c(=O)c(C#N)c2c1COC(C)(C)C2 | 0.1 | 1.4
CCCn1c(N)c(C(=S)NC(=O)C2CC2)c(=O)n(C)c1=O | 0.4 | 2.9
Cc1nc(C(F)(F)F)ccc1C(=O)NN1CCOCC1 | -2.4 | 0.2
CCCSc1nc2sc3c(c2c(=O)[nH]1)CCN(Cc1ccccc1)C3 | 0.3 | 0.2
COc1ccccc1N1CCN(c2ncnc3sc(C)c(-c4ccccc4)c23)CC1 | -0.1 | -0.3
O=C1c2ccccc2C(=O)N1CC1CCCO1 (stereo not given) | -0.5 | -0.8
c1ccc(CSc2nnc(-c3ccco3)c(-c3ccco3)n2)cc1 | 1.3 | 1.6
CN(C)c1ccc(C#Cc2ccc3cc(CCO)oc(=O)c3c2)cc1 | 2.9 | 4.2
O=C(NC12CC3CC(CC(C3)C1)C2)c1cc2nc(-c3ccco3)cc(C(F)(F)F)n2n1 | -0.7 | -1.3
O=C(Nc1ccc(S(=O)(=O)Nc2nccs2)cc1)C1CC(=O)N(c2ccccc2)C1 (stereo not given) | 0.9 | 1.3
CCCCN(c1ccccc1)c1ncnc2nc[nH]c12 | -1.0 | 3.9
Cc1ccc(C(=O)NCCc2ccccc2)cc1 | -4.8 | -5.8

Individual results from the entries so far:
In NR0B1 inh, `COc1ccc(-c2nnc(C3CCN(S(=O)(=O)c4ccccc4)CC3)o2)cc1` has the entry 0.2
In NR0B1 inh, `O=c1c(-c2cnn(-c3ccccc3)c2)coc2cc(O)ccc12` has the entry 0.2
In FXN GAA850 act, `CCCCN(c1ccccc1)c1ncnc2nc[nH]c12` has the entry 3.9
In NR0B1 inh, `CCOC(=O)/C=C1\SCC(=O)N1CC(O)CN1C(=O)CS/C1=C\C(=O)OCC` has the entry 1.1

(next part)
SMILES | NR0B1 inh | FXN GAA850 act
O=C(CN1CCN(Cc2ccccc2Cl)CC1)N/N=C/C=C\c1ccccc1[N+](=O)[O-] | -1.1 | -0.6
Cn1c(=O)c2c(ncn2CC(=O)Nc2ccccc2N2CCOCC2)n(C)c1=O | 0.1 | 0.5
O=C(O)c1cccc2c(/C=N/Nc3ccccn3)c[nH]c12 | 0.8 | -0.1
Cc1cccc(NC(=O)CN2C(=O)/C(=C3\SC(=S)N(CC4CCCO4)C3=O)c3ccccc32)c1 (stereo not given) | 0.6 | 0.3
CCCCOc1ccc(C2OC34CCCCC3C(C#N)(C#N)C2(C#N)C(=N)O4)cc1 (stereo not given) | 0.4 | -0.3
COc1ccc(CNC(=O)c2cccc(-c3ccc(C)c4ccccc34)n2)cc1 | 0.4 | 0.6
COc1ccc(C2(C(=O)c3ccccc3)C(=O)c3ccccc3C2=O)cc1 | 0.7 | -0.5
CCOc1cccc(N)c1 | 3.8 | 0.3
CCOC(=O)c1c(C)nc2sc(C(=O)Nc3ccccc3)c(N)c2c1-c1ccc(OC)cc1 | 0.8 | -3.4
C[n+]1cc(-c2ccccc2)n2c1CCCCC2 | -1.4 | 0.1
Cc1ccc(S(=O)(=O)c2cc3c(=O)n4cccc(C)c4nc3n(C3CCCCC3)c2=N)cc1 | -0.3 | 1.4
Cc1nc([N+](=O)[O-])cn1CC(=O)c1ccc(F)cc1 | -1.3 | 1.6
CCC1=NC(c2ccc(OC)cc2)N(O)C1(C)C (stereo not given) | 1.1 | 0.1
Cc1oc(-c2cccc(Cl)c2)nc1CN1CCC(C(=O)N2CCN(c3ccccn3)CC2)CC1 | -3.1 | -2.4
CCOc1ccccc1N(CC(=O)Nc1ccc(S(=O)(=O)N2CCOCC2)cc1)S(=O)(=O)c1ccccc1 | 0.4 | 0.4
O=C(Nc1ccc(Oc2ccccc2)cc1)c1ccco1 | 0.7 | 3.0
CN(C)CCN(C(=O)c1ccc2ccccc2c1)c1nc2ccc(F)cc2s1 | 0.5 | 1.1
CCOCCCNC(=O)CCc1nnc2ccc(N3CCCCC3)nn12 | 1.5 | -1.3
COc1ccc(-c2c(-c3ccc(O)cc3O)n[nH]c2C)cc1OC | 1.0 | -1.9
CSc1ccc(C2N=C(c3ccccc3)NO2)cc1 (stereo not given) | 2.6 | 3.1
N/C(=N\OC(=O)CCC1CCCCC1)c1cccc([N+](=O)[O-])c1 | 0.5 | 4.5
CCOc1cc(C2C(C(C)=O)=C(C)Nc3ncnn32)ccc1O (stereo not given) | 2.6 | -0.8
Cc1cccc2[nH]c3c(N4CCN(C(=O)c5ccco5)CC4)ncnc3c12 | -1.9 | -1.7
O=C(Nc1ccc(F)cc1)N1CCN2C(=O)c3ccccc3C12c1ccccc1 (stereo not given) | -0.7 | -1.4
COc1cccc(-c2nnc(NC(=O)c3ccc(S(=O)(=O)N4CCOCC4)cc3)o2)c1 | 3.0 | -0.1
COC(=O)C1OC(OC2CC[C@]3(C)C(CC[C@@]4(C)[C@@H]3CC=C3[C@@H]5CC(C)(C)CC[C@]5(C(=O)OC5OC(CO)C(O)C(O)C5O)CC[C@]34C)C2(C)C)C(O)C(O)C1O[C@H]1OCC(O)C(O)C1O (stereo not given in full) | -1.9 | -1.1
CS(=O)(=O)c1nc(-c2ccccc2)cc(-c2ccccc2)c1C#N | -0.3 | 0.7
CC(C)CC(C(=O)NC(=O)NCc1ccccc1)N1C(=O)c2ccccc2C1=O (stereo not given) | 1.0 | 2.3
Cc1nc2c(c(=O)n1CCC1=CCCCC1)c1nc3ccccc3nc1n2/N=C/c1ccccc1 | -1.4 | 1.3
O=C(Nc1ccc(Cl)cc1)NC1CCCC1Cc1ccco1 (stereo not given) | 0.3 | 1.2
O=C(NCCc1ccc(Cl)cc1)c1cc(S(=O)(=O)N2CCCCC2)c[nH]1 | -1.0 | 1.2
Cc1cccc(C)c1OCCCN1CCOCC1 | 1.1 | 0.2
Cc1cc(C)c(S(=O)(=O)/N=C2\C=CC(=O)C(Cl)=C2)c(C)c1 | 0.2 | -1.8
CCc1ccc2nc(N(CCN(C)C)C(=O)c3ccc4ccccc4c3)sc2c1 | 0.5 | 2.3
Cc1cc(OCc2cc(C(=O)NC3CCC3)no2)cc(C)c1Cl | 1.4 | 0.1
CCOC(=O)c1c(N2C(=O)C=CC2=O)sc(C)c1C | 0.0 | -9.8
O=C(CCC(=O)OCC(=O)c1ccc([N+](=O)[O-])cc1)Nc1ccccc1Cl | 0.5 | -0.8
COc1ccc(N2Cc3cccc(C(=O)O)c3C2=O)cc1 | -0.4 | 0.5
Cc1ccc(OCC(=O)N/N=C\c2c(C)n(C)c3ccccc23)c([N+](=O)[O-])c1 | -0.5 | 2.3
CCCCNC(=O)Cn1nc(-c2ccc(C)cc2)ccc1=O | 1.4 | 1.2
CCc1ccc(C2C(C#N)=C(N)C(C#N)(C#N)C3=CCC(C(C)(C)C)CC32)cc1 (stereo not given) | -0.8 | 2.8
CCN1C(=NCCOC)N[C@@H](c2cccc(F)c2)C(C(=O)OC)=C1C | -0.5 | 1.5
Cc1cc(C)c(S(=O)(=O)N2CCCCC2CCNC(=O)C(=O)NC2CC2)c(C)c1 (stereo not given) | -1.9 | -7.3
CCN(Cc1ccccc1)C1CCN(Cc2ccccc2)CC1 | 0.8 | -1.0
O=C(OCc1nnn(Cc2ccccc2)c1-c1c(COC(=O)c2ccccc2)nnn1Cc1ccccc1)c1ccccc1 | -0.2 | -0.5
O=C(CSc1nnc(C2COc3ccccc3O2)o1)Nc1nccs1 (stereo not given) | 4.4* | -0.2
COc1cc2sc(-c3ccccc3OC)c(-c3ccc(OCCN4CCOCC4)cc3)c2cc1OC | -0.5 | 0.4
O=C(CCn1c(=O)[nH]c2ccccc2c1=O)NCCCN1CCN(c2cccc(Cl)c2)CC1 | -0.5 | -1.3
Cn1ncc(Br)c1NC(=O)c1ccco1 | -0.3 | 0.1
S=C(c1ccc(-c2ccccc2Cl)o1)N1CCOCC1 | 1.3 | 3.8
Cc1ccc(Cn2c(=N)c(S(=O)(=O)c3ccc(Br)cc3)cc3c(=O)n4ccccc4nc32)cc1 | 0.5 | 0.4
CCOC(=O)N1CCN(C(=O)CS(=O)(=O)c2cn(Cc3ccccc3C)c3ccccc23)CC1 | -1.0 | 0.1
Cc1ccc(CN2CCSc3ccc(C(=O)N4CCN(c5ncccn5)CC4)cc32)cc1 | 0.2 | -1.0
Cc1ccnc(NC(=O)c2ccc(Cl)c(NC(=O)c3ccccc3C)c2)c1 | -0.1 | -0.3
CC(=O)OCCNc1cc(SCc2ccco2)c2nonc2c1[N+](=O)[O-] | 0.2 | 4.9
Cc1csc2nc(CSc3ccc(Cl)cc3)cn12 | 2.3 | 4.0

5 of the entries above in order of their number in FXN GAA850 act, highest first.
SMILES | NR0B1 inh | FXN GAA850 act
CC(=O)OCCNc1cc(SCc2ccco2)c2nonc2c1[N+](=O)[O-] | 0.2 | 4.9
S=C(c1ccc(-c2ccccc2Cl)o1)N1CCOCC1 | 1.3 | 3.8
Cc1ccc(Cn2c(=N)c(S(=O)(=O)c3ccc(Br)cc3)cc3c(=O)n4ccccc4nc32)cc1 | 0.5 | 0.4
CCOC(=O)N1CCN(C(=O)CS(=O)(=O)c2cn(Cc3ccccc3C)c3ccccc23)CC1 | -1.0 | 0.1
Cc1ccc(CN2CCSc3ccc(C(=O)N4CCN(c5ncccn5)CC4)cc32)cc1 | 0.2 | -1.0

New compounds follow
SMILES | NR0B1 inh | FXN GAA850 act
COCC(=O)Nc1ccc(S(=O)(=O)Nc2cc(C)nc(C)n2)cc1 | 2.1 | 0.2
CC[n+]1c(/C=C2\C=C(C)CC(C)C2)sc2ccccc21 (stereo not given) | -1.9 | -0.2
Cc1oc(-c2ccc(Cl)cc2)nc1CN1CCC(C(=O)NCc2cccnc2)CC1 | 1.0 | -1.2
Cc1[nH]n(-c2ccccc2)c(=O)c1N=Nc1c(Cl)cccc1Cl | 0.1 | -1.3
COCCn1nnnc1C(c1cc2c(C)cc(C)cc2[nH]c1=O)N1CCCCCC1 (stereo not given) | -0.5 | 3.1

The list is partial; count on the stated rates, not on these rows.
